GAA inhib = qHTS Assay for Inhibitors of Human alpha-Glucosidase as a Potential Chaperone Treatment of Pompe Disease | AID 1466, 2008 | hit rate 0.005% among 200,000 | Lysosomal alpha-glucosidase (Homo sapiens), P10253 | Potency, µM (titrated, usually from 76.9 µM), without a hit: at the top dose activity change, negative = inhibition, hits mostly inhibitors | purified human GAA, 4-MU-alpha-glucoside fluorescence;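 note: plate controls were uninhibited enzyme wells for no effect and no-enzyme background for full effect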
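qHTS format, compound range up to 77 uM. Human lysosomal enzyme at 4 nM, 400 uM 4-MU glucoside substrate, pH 5.0, 20 min room temperature; fluorescence after alkaline stop gives activity normalized to controls.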
GAA spleen mod = qHTS Assay for Inhibitors and Activators of Human alpha-Glucosidase From Spleen Homogenate | Lysosomal alpha-glucosidase (Homo sapiens), P10253 | human spleen homogenate, 4-MU-alpha-glucoside fluorescence | AID 2112, 2009 | hit rate 0.006% among 240,000 | Potency, µM (series often up to 79.9 µM), inactives show at the top dose activity change, negative = inhibition, hits mostly inhibitors;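 note: 0% = enzyme with vehicle and -100% = no enzyme basal signal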
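Enzyme source: human spleen homogenate, 1 ug/well. Buffer 50 mM citric acid/K phosphate pH 5.0, 0.01% Tween-20. 4-MU-alpha-glucoside 1 mM; 37 C x 40 min; NaOH/glycine stop; fluorescence.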
GLA spleen mod = qHTS Assay for Inhibitors and Activators of Human alpha-Galactosidase From Spleen Homogenate | Alpha-galactosidase A (Homo sapiens), P06280 | human spleen homogenate, 4MU-alpha-Gal fluorescence, 40 min | Potency, µM (doses to about 80 µM), inactives show top-dose activity change, negative = inhibition, most hits filed as inhibitors | hit rate 0.008% among 240,000 | AID 2107, 2009;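 note: 0% = enzyme with vehicle and -100% = no enzyme basal signal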
Target sequence (P06280 32-429 limits assumed): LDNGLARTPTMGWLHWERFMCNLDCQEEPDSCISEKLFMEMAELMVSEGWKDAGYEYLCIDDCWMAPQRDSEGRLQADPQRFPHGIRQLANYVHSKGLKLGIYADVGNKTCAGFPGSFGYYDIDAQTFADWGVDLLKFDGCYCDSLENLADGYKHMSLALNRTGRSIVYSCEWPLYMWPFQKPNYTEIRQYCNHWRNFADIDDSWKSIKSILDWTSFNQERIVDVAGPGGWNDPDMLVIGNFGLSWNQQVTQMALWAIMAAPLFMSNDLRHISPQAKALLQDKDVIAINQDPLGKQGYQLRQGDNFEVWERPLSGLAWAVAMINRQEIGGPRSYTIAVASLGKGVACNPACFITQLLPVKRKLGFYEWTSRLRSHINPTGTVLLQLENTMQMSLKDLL
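Human spleen homogenate (1 ug) was the enzyme source, with 4-methylumbelliferyl-alpha-D-galactopyranoside (1 mM final) in pH 5.0 citrate buffer with 0.01% Tween-20. Compounds were titrated; after 40 min at 37C, NaOH/glycine stop, 4-MU fluorescence read; AC50 from Hill fits.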
HTT ATP protect = qHTS Multiplex Assay to Identify Dual Action Probes in a Cell Model of Huntington: Cytoprotection (ATP) | Potency, µM (doses to about 56.4 µM), for inactives: cytoprotection (ATP increase), hits mostly activators | AID 1471, 2008 | hit rate 0.14% among 230,000 | PC12 HTT-Q103 induced, cytoprotection, ATP luminescence, 40 h;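 note: % of control where 0% means no effect; nearly all actives have a fitted effect of over 45% in size; toxic huntingtin expression switched on by the ecdysone agonist tebufenozide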
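PC12 cells stably carrying ecdysone-inducible Htt exon 1 (Q103)–GFP were induced with 100 nM tebufenozide (final) alongside library compounds in a dose series. Cytoprotection was scored as retained ATP by ATPlite luminescence.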
Tau fibril FP = qHTS for Inhibitors of Tau Fibril Formation, Fluorescence Polarization; Microtubule-associated protein tau (Homo sapiens), P10636; K18 P301L tau heparin fibrillization, Alexa594 FP, 6 h; Potency, µM (highest dose often 57.7 µM), for inactives: at the highest dose activity, negative = inhibition, usual class: inhibitors; hit rate 0.39% among 280,000; note: % is set by controls: 0 for no effect and ±100 for the full control effect; nearly all actives have a fitted effect of over 55% in size
Target sequence (P10636 561-689 P618L limits assumed): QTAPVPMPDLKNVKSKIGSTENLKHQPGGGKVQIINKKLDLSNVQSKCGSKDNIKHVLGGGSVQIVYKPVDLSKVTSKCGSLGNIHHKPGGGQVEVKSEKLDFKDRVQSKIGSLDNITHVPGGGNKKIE
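Steps: dispense K18 P301L tau (15 uM plus 0.24 uM Alexa 594 tracer, final) in pH 7 sodium acetate; add compound; add heparin (20 uM final); incubate 6 hr, 37 C; add ThT (30 uM final); after 1 hr ambient, read FP.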
Tau fluor counter = Counterscreen qHTS for Inhibitors of Tau Fibril Formation, Fluorescence Polarization | AID 1463, 2008 | tau K18 P301L Alexa594 fluorescence, heparin fibrillization | Potency, µM (top dose mostly 57.7 µM), inactives show at the highest dose activity change, negative = decrease | hit rate 0.93% among 280,000; note: % is set by controls: 0 for no effect and ±100 for the full control effect; nearly all actives have a fitted effect of over 55% in size
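Human tau K18 P301L (15 uM unlabeled, 0.24 uM Alexa 594-labeled) in 100 mM sodium acetate pH 7 with 20 uM heparin, 6 hr at 37 C. ThT 30 uM added, 1 hr ambient; Alexa 594 FP and total fluorescence read at 555/632 nm.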
GAA glycogen = qHTS Assay for Inhibitors and Activators of Human alpha-Glucosidase Cleavage of Glycogen; recombinant GAA, glycogen substrate, Amplex Red glucose oxidase fluorescence; Lysosomal alpha-glucosidase (Homo sapiens), P10253; hit rate 0.38% among 300,000; Potency, µM (highest dose often 76.4 µM), inactives show at the highest dose activity change, negative = inhibition, most hits filed as inhibitors;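 note: 0% = full enzyme reaction and -100% = no-enzyme basal signal; the screen sought inhibitors and activators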
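Recombinant human enzyme (4 nM); glycogen substrate; 37 C, 40 min, pH 5.0. Readout: coupled glucose oxidase/Amplex Red fluorescence.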
Tau ThT inhib = qHTS for Inhibitors of Tau Fibril Formation, Thioflavin T Binding; hit rate 2.1% among 270,000; recombinant tau K18 P301L, heparin-induced fibrillization, ThT fluorescence; AID 1460, 2008; Potency, µM (series often up to 57.4 µM), for the others: at the top dose activity, negative = inhibition, actives largely listed as inhibitors; note: % is set by controls: 0 for no effect and ±100 for the full control effect; nearly all actives have a fitted effect of over 55% in size
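Using a mix of unlabeled (15 uM) and Alexa 594-labeled (0.24 uM) tau K18 P301L, heparin-triggered fibrillization over 6 hr at 37 C was scored by ThT fluorescence.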
Numbers without * were called inactive; ? = inconclusive; nt = no result given; [ ] = remark or other dose. Calls come from the whole dose curve; as a rule, active = well fitted curve in the direction sought with a large enough effect; inconclusive = small, poorly fitted or top-dose-only effect, or another doubt; inactive = no such curve, though single readings can be large; an effect the other way counts as inactive or inconclusive. Potency is the fitted concentration of half-maximal effect.

Under each structure: GAA inhib, GAA spleen mod, GLA spleen mod, HTT ATP protect, Tau fibril FP, Tau fluor counter, GAA glycogen, Tau ThT inhib
- CCN(CC)S(=O)(=O)c1ccc2oc(SCc3ccc(F)cc3)nc2c1
    1%, -4%, -1%, -10%[10 µM], 2%, 5%, -6%, 6%
- O=[N+]([O-])c1ccc(C(=S)N2CCN(Cc3ccccc3)CC2)cc1
    -4%, -9%, -9%, 15%[10 µM], 9%, ?, 1%, ?
- Cc1onc(-c2ccccc2Cl)c1C(=O)NC(=S)NCC(=O)c1ccccc1
    ?, 7%, -4%, 5%[10 µM], ?, -13%, 1%, -3%
- CC1CC(C)CN(S(=O)(=O)c2ccc(C(=O)OCC(=O)NCCN3C(=O)CSC3=O)cc2)C1 (stereo unspecified)
    3%, 0%, 2%, -41%[inhibitor], -6%, -25%, 0%, -17%
- COCCN1C(=O)C(O)=C(C(=O)c2ccco2)C1c1cccc(Oc2ccccc2)c1 (stereo unspecified)
    -2%, -9%, -10%, -6%[10 µM], -11%, -20%, -19%, -11%
- COc1ccc(-c2nn(-c3ccccc3)cc2C(=O)OCC(=O)c2ccc(C)c([N+](=O)[O-])c2)cc1
    -11%, 5%, -5%, 4%[10 µM], -6%, -18%, 12%, 11%
- O=C(c1ccc2snnc2c1)N1CCOCC1
    -1%, -5%, 1%, -7%, -6%, 1%, 4%, -2%
- CCN(C(=O)CSc1nc(-c2ccccc2)no1)c1cccc(C)c1
    nt, nt, nt, nt, -5%, -27%, 9%[76.3 µM], ?
- CCOc1ccc(C(=O)NC(=S)Nc2cc(C)ccn2)cc1[N+](=O)[O-]
    3%, -1%, 9%, -22%, -11%, -11%, -4%, -14%
- O=C(NCc1ccco1)c1cccc(C(F)(F)F)c1
    -6%, 0%, 2%, -20%, -3%, -1%, 13%, -8%
- Cc1ccc(C)c(N(CC(=O)Nc2ccc(-c3nc4ccc(C)cc4s3)cc2)S(C)(=O)=O)c1
    ?, -1%, 4%, 18%[10 µM], ?, ?, -1%, ?
- Cc1nc2ccc(NC(=O)COc3ccccc3[N+](=O)[O-])cc2s1
    -9%, -1%, -3%, -36%[inhibitor], -2%, -5%, 2%, ?
- COC(=O)[C@H](CC(C)C)NC(=O)NCCC1=CCCCC1
    nt, -3%, -13%, 10%[10 µM], -7%, -10%, -8%, -4%
- O=C(CN1CCCC1)Nc1cc(F)ccc1F
    4%, 1%, 1%, 10%[10 µM], 2%, -4%, -10%, -5%
- O=C(O)C1CC=CCC1C(=O)Nc1ccc(Oc2ccc(Cl)cc2)cc1 (stereo unspecified)
    -12%, -20%, -5%, nt, 13%, -1%, 4%, -5%
- CCOc1[nH]n(-c2ccccc2)c(=O)c1C=Nc1ccc(OC)cc1
    -11%, nt, 1%, -47%[inhibitor], 10%, ?, -10%, ?
- Cc1ccc(CNc2ncnc3c2cnn3-c2ccccc2)cc1
    6%, -6%, -17%, -9%, -1%, -3%, 12%, 7%
- COC(=O)NC1CCC(NC(=O)OC)CC1 (stereo unspecified)
    -2%, 7%, -2%, 11%[10 µM], -3%, 9%, -4%, 5%
- CN1CCN(C(=O)c2ccc(S(=O)(=O)c3ccc(Br)cc3)cc2)CC1
    7%, -2%, 1%, -5%, 0%, 5%, -5%, 7%
- COc1cc(C(=O)NCC(=O)N/N=C(C)\C=C\c2ccccc2)cc(OC)c1OC
    1%, -4%, -20%, -47%[inhibitor], 6%, -10%, 1%, -17%

Four entries out of the list above, arranged by their value in Tau ThT inhib, high to low.
SMILES	GAA spleen mod	GLA spleen mod	Tau fibril FP	GAA glycogen	Tau ThT inhib
COc1ccc(-c2nn(-c3ccccc3)cc2C(=O)OCC(=O)c2ccc(C)c([N+](=O)[O-])c2)cc1	5%	-5%	-6%	12%	11%
O=C(NCc1ccco1)c1cccc(C(F)(F)F)c1	0%	2%	-3%	13%	-8%
COCCN1C(=O)C(O)=C(C(=O)c2ccco2)C1c1cccc(Oc2ccccc2)c1 (stereo unspecified)	-9%	-10%	-11%	-19%	-11%
CCOc1ccc(C(=O)NC(=S)Nc2cc(C)ccn2)cc1[N+](=O)[O-]	-1%	9%	-11%	-4%	-14%

(next part)
Under each structure: GAA inhib, GAA spleen mod, GLA spleen mod, HTT ATP protect, Tau fibril FP, Tau fluor counter, GAA glycogen, Tau ThT inhib
- COC(=O)C(C)NC(=S)N1CCN(c2c(F)cc3c(=O)c(C(=O)O)cn(C4CC4)c3c2OC)CC1C (stereo unspecified)
    nt, -5%, -11%, 13%[10 µM], 11%, -5%, -6%, -14%
- CCCS(=O)(=O)N1CCCC(C(=O)NCCc2ccc(Cl)cc2)C1 (stereo unspecified)
    ?, 1%, 0%, 6%, 0%, 0%, 9%, -10%
- CSc1nccc(Oc2ccc(C#N)cc2)n1
    -4%, 4%, -6%, 20%[0.074 µM], -7%, -1%, 12%, 3%
- COC(=O)c1cc(S(=O)(=O)Nc2cccc(S(N)(=O)=O)c2)oc1C
    ?, 1%, -2%, 15%[10 µM], -5%, -1%, 7%, -2%
- N#CCCn1cc(C(=O)Nc2ccc([N+](=O)[O-])cc2)c(-c2cc3ccccc3o2)n1
    0%, -14%, -5%, -184%[inhibitor], ?, ?, -11%, 0%
- CC(=O)NC(C)C(=O)OCC(=O)c1ccc(Cl)s1 (stereo unspecified)
    -1%, -2%, -12%, 4%, 2%, 4%, 5%, -5%
- Cc1oc2c(c1C(=O)O)C(=O)c1ccccc1C2=O
    -3%, 0%, 0%, -27%, -9%, -6%, -4%, ?
- O=C(CSc1nnc(SCc2ccc(Cl)cc2)s1)N/N=C/c1c[nH]c2ccccc12
    1%, 5%, 5%, 4%[10 µM], ?, ?, -3%, 0%
- Cc1ccc(N(C)C(=O)c2ccc3c(Cl)c4c(nc3c2)CCC4)cc1C
    0%, 3%, -2%, nt, -9%, -14%, -3%, ?
- O=C(Cn1c(SCCOc2ccccc2Cl)nc2ccccc21)N1CCOCC1
    nt, nt, nt, nt, 8%, 3%, -6%[76.3 µM], -2%
- Cc1ccccc1N1C(=O)C(Cc2ccc(F)cc2)S/C1=C(\C#N)C(N)=O (stereo unspecified)
    nt, 8%, -2%, 10%[10 µM], -11%, -8%, 5%, -6%
- COc1ccc(Cn2nnnc2C(c2ccc(N(C)C)cc2)N2CCC(C(N)=O)CC2)cc1 (stereo unspecified)
    10%, 3%, 2%, nt, -12%, ?, -20%, ?
- COC(=O)c1cccn(CC(=O)c2ccc(Cl)cc2Cl)c1=O
    -6%, nt, -21%, -18%, 3%, 2%, 0%, -3%
- CCCSc1ncc(Cl)c(C(=O)Nc2c(C(=O)Nc3ccc(OC)cc3)oc3ccccc23)n1
    nt, nt, nt, nt, ?, -17%, 18%[76.3 µM], 0%
- COCCn1c(-c2ccc(Cl)cc2Cl)nc2c(c(=O)c3ccccc3n2C)c1=O
    1%, -3%, 4%, 13%[10 µM], 3%, 4%, 9%, 2%
- COc1ccc(C2=NN(C(=O)c3ccc(Cl)c([N+](=O)[O-])c3)C(c3ccccc3)C2)cc1 (stereo unspecified)
    -9%, 4%, 3%, nt, -8%, -25%, -1%, -12%
- O=C(Nc1ccc(F)cc1F)c1ccc(-c2ccccc2)s1
    nt, nt, nt, nt, 2%, -1%, -7%[76.3 µM], -13%
- CC(C)C(NS(=O)(=O)c1c(Cl)cccc1Cl)C(=O)OCC(=O)c1c[nH]c2ccccc12 (stereo unspecified)
    -9%, 1%, -9%, 23%[10 µM], ?, 8.9µM*[quencher], -5%, 5%
- Cc1sc2ncnc(NCC(C)(C)N3CCOCC3)c2c1C
    -18%, -12%, -16%, -10%, -3%, -9%, 0%, -13%
- COc1ccc(NS(=O)(=O)c2ccc(NC(C)=O)cc2)cc1OC
    -11%, -4%, 4%, -14%[1.9 µM], 3%, 1%, 1%, 7%

Single entries from the list.
COc1ccc(Cn2nnnc2C(c2ccc(N(C)C)cc2)N2CCC(C(N)=O)CC2)cc1 (stereo unspecified) in GAA glycogen: -20%
COc1ccc(NS(=O)(=O)c2ccc(NC(C)=O)cc2)cc1OC in HTT ATP protect: -14%[1.9 µM]

Continued:
Under each structure: GAA inhib, GAA spleen mod, GLA spleen mod, HTT ATP protect, Tau fibril FP, Tau fluor counter, GAA glycogen, Tau ThT inhib
- O=C(Cc1cccs1)Nc1nnc(CCc2ccccc2)s1
    -4%, -7%, -22%, -13%, 3%, -8%, -3%, -6%
- N#CCC1c2ccccc2CCN1C(=O)Nc1ccc(Cl)cc1 (stereo unspecified)
    0%, -3%, 2%, -9%[10 µM], -8%, -22%, 2%, -13%
- Nc1n[nH]c(=S)n1-c1ccc(Cl)cc1
    0%, 7%, -8%, 1%[10 µM], ?, -20%, ?, ?
- O=C(CCSCc1cnn(-c2ccccc2)c1-n1cccc1)NCc1ccccc1F
    nt, nt, nt, nt, -5%, -24%, 11%[76.3 µM], -8%
- CC1(C)C[C@@H]2C[C@@](C)(CN2C(=O)c2ccccc2)C1
    nt, -3%, -1%, 4%[10 µM], 0%, -5%, 4%, -2%
- CC(=O)NC1CC(C)(C)N(OC(C)=O)C(C)(C)C1
    -8%, -3%, -3%, 14%, 3%, 5%, 1%, 5%
- CCOC(=O)c1cc(CC)sc1NC(=O)c1ccc2c(c1)OCCO2
    -3%, -3%, -4%, -10%, ?, -25%, -10%, -9%
- CCN(CC)C(=O)c1ccc(C)c(Br)c1
    1%, -3%, 2%, 1%[0.074 µM], -2%, 2%, 2%, -3%
- Cn1c(SCC(=O)Nc2cc(Cl)cc(Cl)c2)nnc1-c1ccc2nonc2c1
    nt, 2%, 7%, -20%[10 µM], ?, ?, 0%, nt
